SENP8 inh: human SENP8 protease inhibitors, primary screen, biochemical, fluorescence, Nedd8 protein substrate, uHTS; 0.64% of 360,000 active; AID 602440, 2012; Sentrin-specific protease 8 (Homo sapiens), Q96LD8; recombinant SENP8; inhibition, % at 20 µM; in the data active means inhibition mostly above about 40%, no sharp cut-off; inactive means mostly below about 27%
Target sequence (Q96LD8 whole entry, looked up): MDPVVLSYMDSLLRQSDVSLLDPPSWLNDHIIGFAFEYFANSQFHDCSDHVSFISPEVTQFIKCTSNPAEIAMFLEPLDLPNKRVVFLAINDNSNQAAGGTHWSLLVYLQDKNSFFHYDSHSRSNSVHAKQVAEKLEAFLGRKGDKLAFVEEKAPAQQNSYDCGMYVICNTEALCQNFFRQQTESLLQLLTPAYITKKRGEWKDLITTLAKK
SENP1 FRET inh: human SENP1 catalytic domain inhibitors, primary screen, biochemical, FRET, uHTS; inhibition, % at 10 µM; 0.21% of 360,000 active; Sentrin-specific protease 1 (Homo sapiens), Q9P0U3; recombinant SENP1 catalytic domain, CyPet-SUMO1-YPet FRET cleavage;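 active means inhibition at least 30% at 10 µM, raw YFP signal under a set limit, fluorescence ratio 0.5 to 1.5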;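 further: 0% = enzyme with DMSO and 100% = no enzyme wells; some results filed as inactive read as strong as hits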
Target sequence (Q9P0U3 419-644 limits assumed): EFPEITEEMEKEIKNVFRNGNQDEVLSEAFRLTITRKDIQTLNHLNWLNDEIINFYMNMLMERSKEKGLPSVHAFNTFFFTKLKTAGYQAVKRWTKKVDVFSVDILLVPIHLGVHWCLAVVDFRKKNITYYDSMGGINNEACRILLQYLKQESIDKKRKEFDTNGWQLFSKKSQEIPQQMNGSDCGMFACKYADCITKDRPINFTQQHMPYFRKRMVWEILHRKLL
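Test system: human SENP1 catalytic domain; medium: Tris pH 8 buffer plus EDTA, NaCl, BME, BSA, NP40, catalase; incubation: 50 min reaction at room temperature; technique: FRET, CFP and YFP emission; controls: no-enzyme low control and enzyme-plus-DMSO high control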
PfGluPho inh: PfG6PD enzyme inhibitors, primary screen, biochemical, fluorescence intensity, uHTS; 0.78% of 350,000 active; PfGluPho enzyme, NADPH resazurin-diaphorase fluorescence; inhibition, % at 20 µM; glucose-6-phosphate dehydrogenase-6-phosphogluconolactonase (Plasmodium falciparum 3D7);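 active means inhibition reaching at least a set limit at 20 µM in the primary screen, cut at about 59% in these data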;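 further: 0% = DMSO wells with substrate and 100% = DMSO wells lacking glucose-6-phosphate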
* hit, by the source's call; i = inactive.

SMILES	SENP8 inh	SENP1 FRET inh	PfGluPho inh
C[C@@H]1CN([C@@H](C)CO)C(=O)c2cc(NC(=O)c3ccccc3)ccc2O[C@@H](C)CCCCO[C@@H]1CN(C)Cc1ccc(C(F)(F)F)cc1	-24.0	1.5	10.4
COc1cccc(NC(=O)N(C)C[C@@H]2Oc3ncc(Br)cc3C(=O)N([C@@H](C)CO)C[C@H]2C)c1	19.7	1.4	10.2
O=C(CCN1CCN(c2ccccc2)CC1)NNC(=O)c1ccccc1	6.5	2.2	3.8
COCCCN1C(=O)C(CC(=O)NCc2ccco2)CC(C(=O)N2CCOCC2)=C1C (stereo unspecified)	-4.7	-0.8	-0.8
C[C@H]1CN([C@@H](C)CO)C(=O)c2cc(Br)cnc2O[C@@H]1CN(C)S(=O)(=O)c1ccccc1	5.6	0.1	3.0
COc1ccc(N2C[C@H](C)[C@@H](CC(=O)Nc3ccc(Br)cc3)C2=O)cc1	-4.0	-0.6	3.4
O=C(NCc1ccccc1)C1CNCC(C(=O)NCc2ccccc2)C1 (stereo unspecified)	16.7	0.4	1.7
CN(C1CCCCC1)S(=O)(=O)c1ccc(SCC(N)=O)nc1	13.6	1.4	8.4
Cc1ccc(S(=O)(=O)N2C[C@H]3n4c(=O)ccc(=O)n4C[C@H](OC(=O)Nc4c(C)noc4C)[C@@]3(O)C2)cc1	5.3	-0.3	-17.3
Cc1ccc(N2CCC3CC2c2cc(-c4ccc(C(F)(F)F)cc4)ccc23)cc1 (stereo unspecified)	9.1	-2.4	35.4
CCOC(=O)C1CCN(C(=O)CCn2c(=O)oc3ccccc32)CC1	6.0	1.2	-7.0
O=C(CN1CCN(C(=O)CCC(=O)N2CCC(c3ccccc3)=N2)CC1)Nc1cccc(F)c1	0.2	-0.7	-2.3
COc1cccc(COC(=O)C(Cc2ccccc2)NC(=O)c2ccco2)c1 (stereo unspecified)	19.2	3.0	13.6
CCNC(=O)Nc1cc(S(=O)(=O)N2CCOCC2)ccc1N1CCCCC1	19.9	-2.2	6.0
Cc1cccc(NC(=O)c2nc[nH]c2C(=O)N[C@@H](C)CO)c1	10.4	-2.0	-9.1
COc1ccccc1S(=O)(=O)N(C)C[C@H]1OCc2cnnn2CCCC(=O)N([C@H](C)CO)C[C@@H]1C	2.8	1.1	-8.6
CCCCCCN1C[C@@H](O)[C@H](n2cc(-c3ccc(F)cc3)nn2)C[C@@H]1c1ccc(OC)cc1	-1.4	-1.0	24.9
COc1ccc([C@H]2N[C@]3(CCCN(Cc4ccc(Br)cc4)C3=O)[C@H]3C(=O)N(C)C(=O)[C@@H]23)cc1	13.5	0.3	-5.8
C#CCN(C[C@@H]1[C@@H](OC(=O)Nc2c(C)noc2C)[C@@H](OC(=O)Nc2c(C)noc2C)Cn2c(=O)n(CCCCCC)c(=O)n21)S(=O)(=O)c1ccc(C)cc1	-4.7	1.1	33.7
Cc1cccc(-n2cnc3cc(C(=O)NCC4CCCO4)ccc32)c1 (stereo unspecified)	12.7	-0.7	16.1
CN(Cc1ccccc1)C(=O)CN1CCN(S(=O)(=O)c2ccccc2F)CC1	14.8	0.9	-13.0
COc1ccc(CN(CCCn2cnc3c(OC)ncnc32)CCCn2cnc3c(OC)ncnc32)cc1	0.5	1.6	0.9
C#CCN(C[C@H]1[C@H](OC(=O)NCC2CCCCC2)[C@H](OC(=O)NCC2CCCCC2)C[C@H]2C(=O)N(c3ccccc3)C(=O)[C@@H]12)S(=O)(=O)c1ccc(C)cc1	20.6	2.5	-10.2
O=C1OC(COCC#Cc2ccccc2)CN1c1ccccc1 (stereo unspecified)	19.1	4.2	15.1
COc1ccc(-c2cc(C(F)(F)F)n3nc(C(N)=O)cc3n2)cc1	i	-96.0	6.6
O=C(CN1CCN(C(=O)CNC(=O)c2ccc(-c3ccccc3)cc2)CC1)Nc1ccccc1Cl	32.5	1.0	-14.2
CCN(CC)C(=O)C1=C(C)N(Cc2ccc(F)cc2)C(=O)C(CC(=O)NCc2ccco2)C1 (stereo unspecified)	8.2	2.6	8.0
COc1ccc(N2CCN(C(=O)COC(=O)c3nc(Cl)ccc3Cl)CC2)cc1	18.1	2.0	9.3
O=C(C1CCCCC1)N1C[C@@H](O)[C@H](n2cc(C3CC3)nn2)C[C@@H]1c1ccccc1	9.1	-0.7	-9.0
O=C(Nc1ccnn1C1CCN(C(=O)c2cccnc2)CC1)c1cccc(F)c1	17.2	3.4	2.4
Cc1cc(C(F)(F)F)nc(NNc2nc(C)cc(C(F)(F)F)n2)n1	-1.8	1.5	3.1
CSc1ncccc1C(=O)OCC(=O)c1ccc(Cl)s1	14.6	1.6	-4.0
O=C(CCN1CCCO1)N1CCCC(Nc2cccc(F)c2)C1 (stereo unspecified)	20.0	2.1	3.4
O=c1[nH]cc(CCCc2ccccc2)c(=O)[nH]1	-4.2	-0.2	-2.5
COc1ccc(NC(=O)CCNC(=O)N2CC(=O)Nc3ccccc32)cc1	4.8	0.2	5.2
CSc1nc2nc(Cl)c(Cl)nc2[nH]1	-465.4	-15.7	21.7
C[C@H]1CN([C@@H](C)CO)S(=O)(=O)c2ccc(-c3ccncc3)cc2O[C@H]1CN(C)C(=O)c1cccc(F)c1	1.8	0.0	1.1
Cc1nc2ccccn2c(=O)c1NC(=O)c1ccc(Br)o1	-19.4	0.0	-13.0
COc1cccc(/C=C/c2nc(S(=O)(=O)c3ccccc3)c(N3CCC(C(N)=O)CC3)o2)c1	i	-39.8	19.8
CCCCN(C(=O)c1cc(S(=O)(=O)N2CCOCC2)ccc1N1CCOCC1)c1ccccc1	11.4	1.3	-9.2
CCc1cc(-c2nnn(CCC3COCCO3)c2CC)cc(CC)c1-c1cn(Cc2ccc3ccccc3c2)nn1 (stereo unspecified)	3.2	1.7	15.6
CN(CC(=O)Nc1ccc(F)cc1)C(=O)COC(=O)c1nc(Cl)ccc1Cl	12.1	0.7	-1.5
COc1ccc(C(=O)CC(Sc2ccccc2N)c2ccc(OC)cc2)cc1 (stereo unspecified)	10.3	-1.4	21.5
O=C(CN1CCN(S(=O)(=O)c2ccc(Br)s2)CC1)NCC1CCCCC1	16.4	0.1	-25.3
CC(=O)Nc1ccc2sn(-c3ccccc3)c(=O)c2c1	-6.0	-0.6	126.2*
CCCCn1c(N)c(N(C)C(=O)CCCn2c(=O)oc3ccccc32)c(=O)[nH]c1=O	11.6	0.9	5.5
CCCC1NC(=O)c2cccnc2-n2c1nc1cc(C)cc(C)c1c2=O (stereo unspecified)	11.2	-1.1	-2.4
COC(=O)C=CSC(=S)C1CCCC1=N (stereo unspecified)	25.7	-1.6	28.6
CS(=O)(=O)c1ccc(Cl)c(NC(=O)c2ccc(-n3cncn3)c([N+](=O)[O-])c2)c1	1.4	2.0	34.8
Cc1ccc([C@H]2C[C@H](O)[C@@H](n3cc(C4CC4)nn3)CN2C(=O)c2cccs2)cc1	14.7	2.7	-3.5
Clc1ccccc1CNCc1ccc2c(c1)OCO2	3.2	-1.1	-4.8
COCCCNC1=C(C#N)C(=O)NC(c2cccc([N+](=O)[O-])c2)S1 (stereo unspecified)	1.8	0.2	-9.5
Cc1cc(=O)oc2cc(OCC(=O)NC3(C#N)CCCCC3)ccc12	i	-11.3	-8.7
CC1(C)CC(Cc2cccc(C(F)(F)F)c2)N(C(=O)OC(C)(C)C)C1 (stereo unspecified)	9.6	0.5	-11.9
Cc1ccc(NC(=O)CCCN2C(=O)C(c3ccccc3)Oc3cccnc32)c(C)c1 (stereo unspecified)	25.6	0.1	3.2
CC(C)[C@H](N)C(=O)N[C@H]1CCC2C3CC=C4C[C@@H](O)CC[C@]4(C)C3CC[C@@]21C (stereo partly specified)	7.5	-19.7	4.8
NC(=S)NN=Cc1nccc2c(N)cccc12	62.0*	10.8	100.3*
O=c1[nH]cc(S(=O)(=O)N2CCN(c3ccc(F)cc3)CC2)c(=O)[nH]1	5.3	3.8	-7.1
CCCn1c(SC(C)C(=O)NC2CCCC(C)C2C)n[nH]c1=O (stereo unspecified)	15.7	3.0	-3.4
Cc1ccc(Cc2c(-c3ccccc3)nc3ccc(Cl)cn23)cc1	-304.5	3.3	37.4

Continued.
SMILES	SENP8 inh	SENP1 FRET inh	PfGluPho inh
Cc1ccc(S(=O)(=O)N2CC3(O)CN(C(=O)OC(C)C)N(C(=O)OC(C)C)CC3(OC(=O)NCc3ccco3)C2)cc1 (stereo unspecified)	1.6	-1.1	11.2
COc1ccc(CCC(=O)N2CCN(S(=O)(=O)c3ccc(OC)c([N+](=O)[O-])c3)CC2)cc1	13.0	4.3	3.8
CCCCCC(=O)N1C[C@H](O)[C@@H](n2cc(COC(=O)c3ccccc3)nn2)C[C@@H]1c1ccc(Cl)cc1	7.8	3.5	17.6
CN(Cc1ccccc1)C(=O)c1ncn2c1C(=O)N(C)CC2	-14.1	0.9	-27.3
O=C(COc1ccc(Cl)cc1Cl)NCCN1CCCC1	3.0	1.3	12.2
O=C(COC(=O)c1ccccc1Cl)Nc1cccc(S(=O)(=O)N2CCCCC2)c1	19.3	2.2	12.1
Cc1ccc(NC(=O)CN2CCN(C(=O)C3CC3)CC2)c(F)c1	-0.3	1.9	-8.3
CC(=O)c1c(O)c(C)c(O)c2c1OC1=Cc3c(c(C)nn3C)C(=O)C12C (stereo unspecified)	9.6	2.1	-4.6
O=C(CCC1CCN(C(=O)C2CC=CCC2)CC1)Nc1ccccc1 (stereo unspecified)	20.1	4.0	7.8
CSCCC(NC(=O)COc1ccccc1)C(=O)N(C)Cc1c(F)cccc1Cl (stereo unspecified)	11.0	-0.1	14.2
C=CCn1nc(C(=O)N2CCOCC2)cc1-c1sc(NC(=O)c2ccccc2)nc1C	-50.5	1.9	-17.9
CC(OC(=O)c1cccc(S(=O)(=O)N2CCOCC2)c1)C(=O)NCC1CCCCC1 (stereo unspecified)	6.1	0.8	-2.4
CC(C)CC1C(=O)N(Cc2cn(CCC3OCCO3)nn2)CCS(=O)(=O)N1Cc1ccc(-c2cccc(CO)c2)cc1 (stereo unspecified)	9.5	-0.8	5.0
COc1ccc(Cl)cc1N(CC(=O)NCc1ccccn1)S(=O)(=O)c1ccc(C)cc1	-5.3	0.3	-4.6
O=C(O)c1cccc(S(=O)(=O)Nc2ccccc2Oc2ccccc2)c1	9.5	1.0	-9.3
O=C(COC(=O)CCS(=O)(=O)c1ccccc1)NNC(=O)c1ccc([N+](=O)[O-])cc1	19.7	2.8	-6.0

Part of the list above in another layout:
smiles,SENP8 inh,SENP1 FRET inh,PfGluPho inh
CCCn1c(SC(C)C(=O)NC2CCCC(C)C2C)n[nH]c1=O (stereo unspecified),15.7,3.0,-3.4
Cc1ccc(Cc2c(-c3ccccc3)nc3ccc(Cl)cn23)cc1,-304.5,3.3,37.4
Cc1ccc(S(=O)(=O)N2CC3(O)CN(C(=O)OC(C)C)N(C(=O)OC(C)C)CC3(OC(=O)NCc3ccco3)C2)cc1 (stereo unspecified),1.6,-1.1,11.2
COc1ccc(CCC(=O)N2CCN(S(=O)(=O)c3ccc(OC)c([N+](=O)[O-])c3)CC2)cc1,13.0,4.3,3.8
CCCCCC(=O)N1C[C@H](O)[C@@H](n2cc(COC(=O)c3ccccc3)nn2)C[C@@H]1c1ccc(Cl)cc1,7.8,3.5,17.6
CN(Cc1ccccc1)C(=O)c1ncn2c1C(=O)N(C)CC2,-14.1,0.9,-27.3
O=C(COc1ccc(Cl)cc1Cl)NCCN1CCCC1,3.0,1.3,12.2
O=C(COC(=O)c1ccccc1Cl)Nc1cccc(S(=O)(=O)N2CCCCC2)c1,19.3,2.2,12.1
Cc1ccc(NC(=O)CN2CCN(C(=O)C3CC3)CC2)c(F)c1,-0.3,1.9,-8.3
CC(=O)c1c(O)c(C)c(O)c2c1OC1=Cc3c(c(C)nn3C)C(=O)C12C (stereo unspecified),9.6,2.1,-4.6
O=C(CCC1CCN(C(=O)C2CC=CCC2)CC1)Nc1ccccc1 (stereo unspecified),20.1,4.0,7.8
CSCCC(NC(=O)COc1ccccc1)C(=O)N(C)Cc1c(F)cccc1Cl (stereo unspecified),11.0,-0.1,14.2
C=CCn1nc(C(=O)N2CCOCC2)cc1-c1sc(NC(=O)c2ccccc2)nc1C,-50.5,1.9,-17.9
CC(OC(=O)c1cccc(S(=O)(=O)N2CCOCC2)c1)C(=O)NCC1CCCCC1 (stereo unspecified),6.1,0.8,-2.4
CC(C)CC1C(=O)N(Cc2cn(CCC3OCCO3)nn2)CCS(=O)(=O)N1Cc1ccc(-c2cccc(CO)c2)cc1 (stereo unspecified),9.5,-0.8,5.0
COc1ccc(Cl)cc1N(CC(=O)NCc1ccccn1)S(=O)(=O)c1ccc(C)cc1,-5.3,0.3,-4.6
O=C(O)c1cccc(S(=O)(=O)Nc2ccccc2Oc2ccccc2)c1,9.5,1.0,-9.3

From PubChem

The list is partial, so the mix of outcomes need not match the whole.
